# GPR55 activation: selective activators of receptor GPR55 – imaging, U2OS cells, beta-arrestin-GFP redistribution, primary screen (AID 1961). U2OS GPR55 beta-arrestin-GFP redistribution imaging; higher % means a stronger effect. activation, % at 10 µM; hits with a dose series show EC50 in µM. 290,000 tested, 0.048% active;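 active = activation above 40% with more than 50 cells counted in the well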;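 also: U2OS osteosarcoma cells stably expressing GPR55 and beta-arrestin-GFP; plate controls were DMSO negative control for no effect and LPI positive control for full effect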
# KOR beta-arrestin-1: kappa opioid receptor activators – cell-based, luminescence, uHTS, primary screen (AID 1777). KOR beta-arrestin recruitment, luminescence; higher % means a stronger effect. activation, % at 10 µM, or EC50 in µM where a hit was titrated. 280,000 tested, 0.02% active; in the data active = activation above about 50%, passing the limit was not always enough; also: a part of the inactive calls stands beside numbers as strong as those of hits
# HEK293 NOD2/NF-kB: inhibition of NOD2-driven NF-kB reporter – cell-based, luminescence, uHTS, HEK293 (AID 1566) | 290,000 tested, 0.63% active | HEK293 NOD2/NF-kB luciferase reporter, luminescence; higher % means a stronger effect | inhibition, % at 4 µM, or EC50 in µM where a hit was titrated; also: many of its hits are not listed in these tables
# TNAP activators: stimulation of alkaline phosphatase TNAP activity – biochemical, luminescent, no phosphate acceptor, uHTS, primary screen (AID 1001). purified TNAP, luminescent activation assay, no phosphate acceptor; higher activation fold means a stronger effect. activation fold at 20 µM; hits with a dose series show EC50 in µM. 200,000 tested, 0.03% active; in the data active = activation fold from about 3, or a potency from the dose series; inactive = the rest, 99 in 100 with activation fold below about 1.6; also: many of its hits are not listed in these tables
# Yfh1-depleted yeast: mitochondrial function rescue without frataxin homolog – Friedreich's ataxia, plus single-dose screen, dose response (AID 1465); S. cerevisiae Yfh1-off respiration, WST-1 reduction, 72 h; higher fold induction means a stronger effect; fold induction at 50 µM, or EC50 in µM where a hit was titrated; 220,000 tested, 0.074% active;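 active = fold induction of absorbance versus untreated yeast above a set limit, then at least 30% activation at any dose in follow-up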;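 also: activators that raise dye reduction in frataxin-depleted yeast; strong numbers were not always called active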
# KOR beta-arrestin-2: KOR antagonists, beta-arrestin recruitment, cell-based, luminescence, uHTS (AID 1778) | KOR beta-arrestin recruitment, luminescence, antagonist mode; higher % means a stronger effect | inhibition, % at 10 µM; hits with a dose series show IC50 in µM | 290,000 tested, 0.091% active; also: strong numbers were not always called active
# CSM14.1 death rescue: protection against thapsigargin-triggered cell killing – 384-well, CSM14.1, ATP luminescence, primary screen (AID 1222); cellular ATP content (survival), % at 20 µM, or EC50 in µM where a hit was titrated; 190,000 tested, under 10 active; CSM14.1 thapsigargin-induced death rescue, ATP luminescence; higher % means a stronger effect;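 active = EC50 below 50 µM in the dose-response confirmation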;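 also: death triggered by thapsigargin at about 15 µM added after 2 h compound pretreatment; cell ATP read after overnight thapsigargin exposure of roughly 18 to 22 hours; normalized against plate controls of thapsigargin alone and 5% DMSO vehicle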
# NOD1 inhibition: inhibition of NOD1-driven NF-kB reporter – cell-based, luminescence, uHTS, primary screen (AID 1578); NOD1-driven NF-kB luciferase reporter cells, luminescence; higher % means a stronger effect; inhibition, % at 4 µM, or EC50 in µM where a hit was titrated; 290,000 tested, 1% active; in the data active = inhibition mostly above about 36%, no sharp cut-off; inactive = mostly below about 34%;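 also: HEK-293T reporter cells stimulated with the NOD1 agonist gamma-tri-DAP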
# NTR1 ag: NTR1-driven beta-arrestin-GFP spot formation – imaging, U2OS cells, high content, primary screen (AID 493036); P30989; agonist mode; activation, % at 20 µM; 330,000 tested, 0.17% active;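 active = activation at or above 40% of the spot to cytoplasm intensity ratio, with at least 20 cells analyzed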;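 also: 0% = DMSO without peptide and 100% = 100 nM NTR1 peptide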
# Target sequence (P30989 whole entry, looked up): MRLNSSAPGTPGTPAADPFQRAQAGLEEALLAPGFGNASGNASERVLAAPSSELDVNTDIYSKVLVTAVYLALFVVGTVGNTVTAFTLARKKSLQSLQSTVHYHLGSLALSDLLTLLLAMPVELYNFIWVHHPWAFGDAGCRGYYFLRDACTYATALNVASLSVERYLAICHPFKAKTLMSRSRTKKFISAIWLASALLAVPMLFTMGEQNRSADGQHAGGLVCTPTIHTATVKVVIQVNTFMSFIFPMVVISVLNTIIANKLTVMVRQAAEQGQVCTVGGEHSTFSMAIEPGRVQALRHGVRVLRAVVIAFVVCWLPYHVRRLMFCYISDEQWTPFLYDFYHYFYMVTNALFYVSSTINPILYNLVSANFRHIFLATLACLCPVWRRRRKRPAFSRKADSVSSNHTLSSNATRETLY
# NTR1 ag cell count 20 µM: recorded beside NTR1 ag, whose call it bears; cell count; measured here: cell count, cytotoxicity flag
# Active calls of the source: *; i = inactive; · = no result given; [ ] = another dose, or the depositor's remark. Rule as the data show it, unless noted: active = inhibition above about 50%; inactive = the rest. This is a subset (hit frequency here may not be typical).
SMILES,GPR55 activation,KOR beta-arrestin-1,HEK293 NOD2/NF-kB,TNAP activators,Yfh1-depleted yeast,KOR beta-arrestin-2,CSM14.1 death rescue,NOD1 inhibition,NTR1 ag,NTR1 ag cell count 20 µM
O=C(O)c1cc(Cl)c(Cl)cc1C(=O)Nc1cccc2cccnc12,-0.2%,-3.8%,12.2%,1,i,-27.6%,-1.3%,-28.6%,3.0,40
O=C(Nc1nc2cc3c(cc2s1)OCO3)c1ccco1,-0.1%,6.7%,-49.7%,·,i,3.3%,·,33.4%,·,·
COc1ccccc1N1CCN(C2CCCN(C(=O)c3cc(C)oc3C)C2)CC1 (configuration not stated),-0.1%,6.5%,-33.0%,·,·,-59.6%,·,18.2%,0.4,59
COc1ccccc1NC(=O)c1cc2c(CO)cnc(C)c2oc1=Nc1cccc(C(N)=O)c1,0.5%,-4.0%,34.3%,·,·,21.7%,·,-0.6%,0.6,99
Cc1[nH]c2ccccc2c1C(O)CN1CCN(c2cccc(C(F)(F)F)c2)CC1 (configuration not stated),3.6%,4.7%,11.4%,1.1,i,-31.4%,-2.8%,47.7%,10.0,42
CC(C(=O)NCc1ccccc1)n1cc([N+](=O)[O-])cn1 (configuration not stated),-0.2%,2.3%,2.6%,·,·,-10.6%,·,-13.2%,-1.6,70
Cc1cc(OCC(=O)NC2CCN(C)CC2)ccc1[N+](=O)[O-],0.1%,-5.1%,6.0%,1.3,i,-37.5%[20 µM],-0.5%,-34.2%,0.0,59
O=c1nc2ccccc2c2n1CC(CN1CCN(Cc3ccccc3)CC1)N2 (configuration not stated),-0.1%,5.0%,7.3%,1.2,i,-4.2%,-0.4%,-13.1%,0.2,48
O=c1c(-c2ccc(Cl)cc2)[n+]([O-])c2ccccc2n1O,0.2%,-4.6%,-16.2%,1.1,i,6.4%,·,-26.4%,0.2,55
O=C(O)C/C(=C\c1ccc2c(c1)OCO2)c1nc2ccccc2s1,-0.2%,-1.6%,9.7%,·,·,13.9%,·,-11.6%,-1.2,43
Cc1cc(NC(=O)CSc2nnc(Cc3ccccc3)n2C)no1,-0.3%,-3.9%,10.4%,1,i,-18.3%,-0.8%,-13.4%,0.2,83
CCCC(=O)Nc1ccccc1Sc1ncnc2scc(-c3ccccc3)c12,0.4%,-0.5%,7.8%,1.1,i,5.9%,10.7%,-21.5%,2.8,73
COc1ccccc1NCc1cc(=O)oc2c(C)c(O)ccc12,-0.2%,-2.8%,30.3%,·,·,-3.2%,·,-29.2%,1.4,58
CC1=CC=CN2C1=NC(=O)CC2(C)C(=O)N(CC(=O)NC1CCCC1)c1cc(C)cc(C)c1 (configuration not stated),-0.6%,-0.8%,9.1%,1.1,i,-1.9%,0.0%,-32.3%,0.7,43
Cc1ccc(-n2c(O)c(C=NC3CCS(=O)(=O)C3)c3ccccc3c2=O)cc1 (configuration not stated),0.1%,-2.6%,4.6%,1.1,i,5.6%,-0.3%,8.6%,1.2,72
CC12CC(NC(=O)N1c1cccc(C(=O)N3CCCCC3)c1)c1ccccc1O2 (configuration not stated),0.0%,-4.2%,2.5%,·,·,-10.2%,·,-9.2%,-0.6,60
O=C(c1cnn2c(C(F)(F)F)cc(-c3ccccc3)nc12)N1CCOCC1,-0.2%,8.3%,8.1%,1.1,i,10.6%,2.2%,19.3%,-1.5,52
COC(=O)c1ccc(C(=O)OC)c(NC(=O)CSCC(=O)O)c1,0.2%,·,-11.4%,·,i,0.0%,·,-3.7%,-0.3,37
O=C1C(=O)N(O)C2CCCCC2N1O (configuration not stated),0.4%,2.2%,2.8%,1.1,i,27.3%,23.1%,-5.9%,1.4,46
O=c1cc(CCl)nc2scc(-c3ccccc3)n12,0.2%,-1.5%,6.2%,·,i,22.1%,·,1.3%,0.7,65
OC(CN1CC=C(/C=C/c2ccc(Br)cc2)CC1)c1ccccc1 (configuration not stated),-0.2%,2.8%,-17.6%,·,·,-32.4%[20 µM],·,-24.7%,0.2,59
O=C(Nc1ccon1)c1ccc(Cl)s1,-0.2%,0.8%,0.5%,0.9,i,-44.5%,-0.5%,32.1%,-0.9,55
COc1ccc2[nH]c3c(=O)n(Cc4ccc(C(=O)NCC5CCCO5)cc4)c(=S)[nH]c3c2c1 (configuration not stated),-0.2%,-2.8%,-15.4%,1.1,i,-6.8%,1.6%,-9.6%,0.8,35
CC(=O)Nc1ccc(NS(=O)(=O)c2ccc3ccccc3c2)cc1,-0.1%,-2.6%,16.0%,1.1,i,23.3%,-0.4%,-8.9%,-2.0,89
CN(CC(=O)N1CCc2ccccc21)S(=O)(=O)c1cccc2cccnc12,-0.2%,-1.5%,-11.9%,0.7,i,19.5%,-0.7%,-8.2%,1.0,56

# Entries above that have a Cl atom:
SMILES,GPR55 activation,KOR beta-arrestin-1,HEK293 NOD2/NF-kB,TNAP activators,Yfh1-depleted yeast,KOR beta-arrestin-2,CSM14.1 death rescue,NOD1 inhibition,NTR1 ag,NTR1 ag cell count 20 µM
O=C(O)c1cc(Cl)c(Cl)cc1C(=O)Nc1cccc2cccnc12,-0.2%,-3.8%,12.2%,1,i,-27.6%,-1.3%,-28.6%,3.0,40
O=c1c(-c2ccc(Cl)cc2)[n+]([O-])c2ccccc2n1O,0.2%,-4.6%,-16.2%,1.1,i,6.4%,·,-26.4%,0.2,55
O=c1cc(CCl)nc2scc(-c3ccccc3)n12,0.2%,-1.5%,6.2%,·,i,22.1%,·,1.3%,0.7,65
O=C(Nc1ccon1)c1ccc(Cl)s1,-0.2%,0.8%,0.5%,0.9,i,-44.5%,-0.5%,32.1%,-0.9,55

# The listing continues.
SMILES,GPR55 activation,KOR beta-arrestin-1,HEK293 NOD2/NF-kB,TNAP activators,Yfh1-depleted yeast,KOR beta-arrestin-2,CSM14.1 death rescue,NOD1 inhibition,NTR1 ag,NTR1 ag cell count 20 µM
CC(=O)Oc1ccc(C(=O)OCC(=O)c2c(N)n(C)c(=O)n(C)c2=O)cc1OC(C)=O,0.2%,-4.3%,8.8%,0.9,i,11.8%,-0.2%,-27.6%,-0.8,40
COc1cc(/C=C/C(=O)OCC(=O)NC(=O)NC(C)(C)C)ccc1OCC#N,0.1%,1.5%,-10.9%,1,i,-0.9%,4.1%,-46.1%,0.9,44
COc1cc(N=CC2=C(O)c3ccccc3C2=O)cc(OC)c1,0.6%,-5.6%,-46.4%,0.9,i,-5.1%,0.1%,-21.7%,1.6,54
CC(=O)Nc1ccc(Oc2nc(C)cc(C)n2)cc1,-0.1%,-1.3%,-2.0%,1.1,i,-42.4%,-1.7%,-9.3%,-1.5,56
COc1ccc(N(C(=O)c2ccncc2)S(=O)(=O)c2cccs2)cc1,-0.1%,-1.1%,-3.0%,·,i,-10.3%,·,-9.4%,1.0,66
O=C(Oc1ccc(-c2csnn2)cc1)C1CC1,-0.1%,0.9%,3.8%,·,i,-28.2%,·,-8.5%,-0.5,67
COc1ccc(S(=O)(=O)NCC(c2cccnc2)N2CCN(c3ccccc3)CC2)cc1C (configuration not stated),-0.1%,-0.6%,0.1%,1.1,·,-50.7%,3.3%,1.8%,1.1,47
CC(=O)c1ccc(Oc2cc(C)nc(N3CCOCC3)n2)cc1,0.2%,5.5%,3.5%,1.1,i,5.7%,-0.7%,-18.1%,2.0,49
O=C(O)c1cc([N+](=O)[O-])ccc1Nc1ccccc1,0.3%,0.9%,10.5%,0.9,i,25.1%,-2.0%,-30.3%,0.4,58
O=C(NCc1ccco1)c1ccc(Cn2c(=O)c3sccc3n(Cc3cccc(F)c3)c2=O)cc1,-0.1%,-1.2%,23.1%,1.1,i,-19.1%,3.7%,27.7%,-1.6,54
Cc1[nH]n(C(N)=S)c(=O)c1N=Nc1cc(-c2ccc(Br)cc2)[nH]n1,0.1%,-7.2%,-72.2%,1.9,i,16.8%,-2.6%,-65.6%,2.8,35
COc1ccc(N2C(=O)CCC(C(=O)NCc3ccccn3)C2c2ccc(OC)c(OC)c2)cc1 (configuration not stated),0.4%,2.9%,3.6%,1.1,i,23.5%,·,·,1.5,91
COc1cc(/C=N/NC(=O)C(=O)NCC2CCCO2)cc(Cl)c1O (configuration not stated),0.5%,-1.8%,21.7%,·,i,36.6%,·,0.1%,1.2,62
CCOC(=O)c1c(N)c(C#N)c2n1CCCC2,-0.3%,3.9%,-1.4%,1,i,-62.8%,-2.4%,·,-1.1,54
COc1ccc(CCNC(=O)C2CCCN(S(=O)(=O)c3ccc(F)cc3)C2)cc1 (configuration not stated),-0.1%,5.8%,-7.7%,·,·,12.1%,·,-15.5%,1.7,60
CCc1nonc1NC(=O)c1oc2cc(C)c(C)cc2c1C,-0.1%,-1.1%,1.4%,·,·,-17.8%,·,-5.6%,0.4,64
Nc1cc(N)c(OCC(F)(F)F)cc1OCC(F)(F)F,-0.2%,2.7%,-3.8%,1,i,-5.4%,0.7%,-7.5%,-1.7,41
C=CCOc1ccc(-c2nc3c(c(=O)[nH]c(=O)n3Cc3ccccc3)n2CCCOC)cc1,0.2%,-5.8%,5.0%,·,·,-4.1%,·,-20.6%,2.9,37
CCOC(=O)C1=C(c2ccccc2)NC(=S)NC1c1ccc(Cl)c([N+](=O)[O-])c1 (configuration not stated),0.0%,7.8%,3.1%,0.9,i,-16.1%,11.4%,4.8%,2.8,56
O=C(c1ccc(C23CC4CC(CC(C4)C2)C3)o1)N1CCOCC1,0.2%,-3.8%,-8.4%,1.1,i,30.2%,-1.5%,-18.4%,-0.6,58
CCN(C(=O)COC(=O)c1cc(S(=O)(=O)N2CCOCC2)c(Cl)cc1Cl)C1CCS(=O)(=O)C1 (configuration not stated),0.2%,2.0%,-3.9%,1,i,-9.4%,-1.6%,-26.5%,0.9,26
COc1cc2c(cc1OC)C(C)N(C(=O)c1cc3c(s1)-c1c(C)cccc1OC3)CC2 (configuration not stated),-0.2%,4.2%,9.8%,1,·,-19.7%,-1.1%,4.0%,0.8,77
Cc1cc(C)c(C)c(S(=O)(=O)NCC(=O)O)c1C,-0.1%,-5.2%,9.1%,1,i,-25.6%,-0.5%,7.8%,1.2,59
COc1ccc(Cl)cc1NC(=S)NC(=O)c1ccc2c(c1)OCO2,-0.1%,5.1%,27.1%,·,·,-9.0%,·,-5.8%,3.0,64
O=C(CCCN1C(=O)c2ccccc2C1=O)Nc1ccccn1,-0.1%,-6.7%,1.3%,1.1,i,37.2%,-2.1%,-46.6%,-1.3,88
COc1ccc(OCCC(=O)N2CCCCC2)cc1,0.0%,-3.6%,-16.0%,1.1,·,22.5%,-2.0%,-25.7%,-1.7,83
CCOc1nc(Nc2ccc(Cl)cc2)nc(OCC)n1,-0.1%,-2.9%,6.7%,·,·,18.0%,·,-25.5%,1.9,56
CCc1ccc(NC(=O)CCn2cccc2)cc1,-0.1%,-2.7%,-8.7%,1,i,-21.9%,-1.3%,6.0%,3.3,97
O=C(Nc1ccc2c(c1)C(=O)OC2)c1ccc(Cl)cc1Cl,-0.2%,-5.6%,-4.4%,·,·,13.1%,·,-42.5%,-1.6,50
O=C(Cn1cc(C(=S)N2CCOCC2)c2ccccc21)N1CCOCC1,0.2%,2.6%,-15.2%,1.1,i,6.5%,8.1%,-15.5%,0.1,44
